Screens (PubChem BioAssay)
SW480 rereplic: inducers of DNA re-replication in SW480 colon cancer cells; SW480 DNA re-replication, Hoechst DNA content imaging, 48 h; Potency, µM (highest dose often 46.1 µM), inactives show top-dose re-replication activation, usual class: activators; hit rate 1.8% among 340,000; AID 624297; further: potency means the concentration at half of the fitted maximal effect; % of control where 0% means no effect; nearly all actives have a fitted effect of over 55% in size
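DNA re-replication was detected as more nuclei of elevated Hoechst intensity after 48 hr exposure to compound (23 nL pinned per well of 250 cells).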
HT1080 IDH1KD tx: HT-1080 IDH1 knockdown cell toxicity (counter line) | HT-1080 IDH1 knockdown viability, ATP luminescence, 48 h | Potency, µM (doses to about 46.1 µM), without a hit: at the top dose activity, negative = toxicity, most hits filed as cytotoxic | hit rate 2% among 360,000 | AID 686971;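 further: potency means the concentration at half of the fitted maximal effect; 0% = DMSO wells and -100% = cell-free medium wells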
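IDH1KD HT-1080 cells, 750/well, RPMI + 5% FBS; compound pinned after 2 h settling; 48 h, 37 °C; CellTiter-Glo luminescence; % activity normalised to DMSO and no-cell wells; curves fitted, classed by r2 and efficacy.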
WRN helicase inh: WRN helicase (human) inhibition. WRN helicase unwinding, fluorescent forked duplex, kinetic. hit rate 0.46% among 360,000. Q14191. Potency, µM (titrated, usually from 114 µM), without a hit: at the highest dose activity change, negative = inhibition, actives largely listed as inhibitors; further: potency means the concentration at half of the fitted maximal effect; on the % scale 0 is the no-effect control and ±100 the full control effect; nearly all actives have a fitted effect of over 55% in size
Target sequence (Q14191 whole entry, looked up): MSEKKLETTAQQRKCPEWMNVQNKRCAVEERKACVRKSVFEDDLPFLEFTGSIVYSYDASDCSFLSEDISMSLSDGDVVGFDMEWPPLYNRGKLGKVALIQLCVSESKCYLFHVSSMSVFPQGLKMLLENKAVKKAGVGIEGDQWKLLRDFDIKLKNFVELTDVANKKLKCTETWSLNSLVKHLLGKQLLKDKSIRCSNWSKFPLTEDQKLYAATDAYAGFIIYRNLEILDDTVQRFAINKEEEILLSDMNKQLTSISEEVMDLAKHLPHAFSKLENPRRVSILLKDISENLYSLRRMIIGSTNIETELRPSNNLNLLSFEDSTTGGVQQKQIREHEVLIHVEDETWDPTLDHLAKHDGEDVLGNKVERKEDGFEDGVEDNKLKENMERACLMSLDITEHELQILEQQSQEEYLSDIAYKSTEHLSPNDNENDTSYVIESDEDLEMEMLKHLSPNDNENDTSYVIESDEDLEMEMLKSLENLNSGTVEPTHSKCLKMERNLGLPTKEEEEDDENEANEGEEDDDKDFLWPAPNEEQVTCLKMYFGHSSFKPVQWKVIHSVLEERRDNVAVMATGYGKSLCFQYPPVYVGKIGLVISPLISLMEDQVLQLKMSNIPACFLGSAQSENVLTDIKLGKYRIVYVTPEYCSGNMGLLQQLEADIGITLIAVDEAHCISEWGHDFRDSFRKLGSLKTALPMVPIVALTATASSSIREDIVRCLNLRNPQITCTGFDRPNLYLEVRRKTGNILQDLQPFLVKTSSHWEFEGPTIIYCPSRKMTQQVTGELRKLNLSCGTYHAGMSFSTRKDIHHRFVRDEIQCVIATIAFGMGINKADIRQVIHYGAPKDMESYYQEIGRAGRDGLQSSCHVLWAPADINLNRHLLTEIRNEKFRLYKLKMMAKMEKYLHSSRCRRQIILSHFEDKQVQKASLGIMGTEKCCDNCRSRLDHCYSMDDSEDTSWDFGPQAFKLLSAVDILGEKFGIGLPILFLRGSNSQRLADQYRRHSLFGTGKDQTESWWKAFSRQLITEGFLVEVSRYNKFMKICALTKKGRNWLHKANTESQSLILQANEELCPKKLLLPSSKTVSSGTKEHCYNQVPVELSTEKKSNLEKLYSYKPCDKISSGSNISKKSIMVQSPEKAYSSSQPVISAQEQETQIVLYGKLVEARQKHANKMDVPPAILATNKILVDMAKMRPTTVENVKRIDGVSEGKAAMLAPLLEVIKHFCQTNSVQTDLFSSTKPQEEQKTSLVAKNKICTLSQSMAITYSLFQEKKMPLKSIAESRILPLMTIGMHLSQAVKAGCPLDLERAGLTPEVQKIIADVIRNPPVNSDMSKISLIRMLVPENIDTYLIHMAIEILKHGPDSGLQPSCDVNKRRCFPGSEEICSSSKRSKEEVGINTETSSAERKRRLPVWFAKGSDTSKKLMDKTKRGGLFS
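Fluorescence dequenching readout, ex 525 nm/em 598 nm, kinetic mode: forked duplex DNA (100 nM final) with adjacent fluorophore and quencher unwound by WRN (20 nM final) with 2 mM ATP. Compound preincubation 15 min, room temperature.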
KB-V1 MDR tox: KB-V1 MDR subline cytotoxicity. KB-V1 MDR cells viability, CellTiter-Glo, 72 h. Potency, µM (highest dose often 46.1 µM), for inactives: at the top dose activity change, negative = cytotoxicity, hits mostly cytotoxic. hit rate 3.4% among 400,000; further: potency means the concentration at half of the fitted maximal effect; on the % scale 0 is the no-effect control and ±100 the full control effect; nearly all actives have a fitted effect of over 60% in size
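Potencies derive from concentration-effect curves fitted to normalized luminescence (CellTiter-Glo) of KB-V1 cells treated for 72 h at 37 degrees C in phenol-red-free DMEM containing 10% FBS.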
KB-3-1 tox: kills parental KB-3-1 adenocarcinoma cells; KB-3-1 viability, CellTiter-Glo ATP luminescence, 72 h; Potency, µM (top dose mostly 46.1 µM), for the others: at the top dose activity change, negative = cytotoxic, most hits filed as cytotoxic; hit rate 1.4% among 400,000; AID 1347075; further: potency means the concentration at half of the fitted maximal effect; on the % scale 0 is the no-effect control and ±100 the full control effect; nearly all actives have a fitted effect of over 60% in size
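72 h, 37 °C compound treatment of KB-3-1 parental cells; CellTiter-Glo added, 10 min, luminescence read. Data corrected against DMSO-only plates and normalized before curve fitting.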
MCF10A rereplic: DNA re-replication induction in MCF 10a cells; Potency, µM (highest dose often 46.1 µM), inactives show at the highest dose activity, positive = re-replication, actives largely listed as activators; hit rate 2.9% among 350,000; AID 624296; MCF 10A DNA re-replication, Hoechst nuclear intensity, 48 h; further: potency means the concentration at half of the fitted maximal effect; % of control where 0% means no effect; nearly all actives have a fitted effect of over 50% in size
IL1B secr inh: inflammasome signaling inhibition, IL-1 beta readout. THP-1 LPS/ATP IL-1B secretion, AlphaLISA, 16 h; stronger effect = lower value. activity change, % at 57.5 µM. hit rate 4.7% among 360,000. AID 743279; in the data active means activity change below about -50%; inconclusive means mostly about -30% to -49%; further: on the % scale 0 is the no-effect control and ±100 the full control effect
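THP-1 cells pretreated 1 hr with compounds (up to 57.5 uM final), then stimulated with LPS (250 ng/mL final) plus ATP (1.25 mM final); secreted IL-1B measured by AlphaLISA after 16 hr, decreased signal indicating inhibition.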
HT1080-NT tox: kills 2HG-producing HT-1080-NT fibrosarcoma cells. hit rate 1.6% among 360,000. AID 686970. HT-1080-NT fibrosarcoma viability, CellTiter-Glo ATP luminescence, 48 h. Potency, µM (top dose mostly 46.1 µM), for the others: top-dose activity, negative = less viability, hits mostly cytotoxic;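 further: NT is the 2HG producing partner of a matched IDH1 knockdown line; potency means the concentration at half of the fitted maximal effect; 0% = DMSO-treated cells and -100% = media-only wells without cells; nearly all actives have a fitted effect of over 55% in size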
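Read-out is CellTiter-Glo luminescence after 10 minutes at room temperature, following 48 hours' compound treatment of HT-1080-NT cells (750 cells/well, RPMI, 5% FBS, 37 degrees C).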
ATXN2 expr inh: reduces ATXN2 reporter expression in HEK-293 cells. HEK-293 ATXN2-luciferase reporter, luminescence, 24 h. Potency, µM (doses to about 57 µM), for the others: at the top dose activity change, negative = inhibition, most hits filed as inhibitors. hit rate 0.72% among 360,000. AID 1745845; further: potency means the concentration at half of the fitted maximal effect; on the % scale 0 is the no-effect control and ±100 the full control effect; nearly all actives have a fitted effect of over 55% in size
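ATXN2-luciferase reporter cells (luciferase flanked by upstream and downstream ATXN2 gene portions) were treated 24 h at 37 °C with compounds at up to 57 uM. SteadyGlo luminescence gave expression; GF-AFC fluorescence gave viability.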
Starred values were filed as active, the others as inactive; ? = inconclusive; . = no result given; [ ] = remark or other dose. Unless noted, the call rests on the fitted dose curve; in most records, active means well fitted curve in the direction sought with a large enough effect; inconclusive means small, poorly fitted or top-dose-only effect, or another doubt; inactive means no such curve, though single readings can be large; an effect the other way counts as inactive or inconclusive.

SMILES | SW480 rereplic | HT1080 IDH1KD tx | WRN helicase inh | KB-V1 MDR tox | KB-3-1 tox | MCF10A rereplic | IL1B secr inh | HT1080-NT tox | ATXN2 expr inh
Cc1ccc(S(=O)(=O)N2CCOCC2)cc1C(=O)Nc1nc(-c2ccccn2)cs1 | 15% | -27% | -5% | ? | 0% | ? | 0 | -12% | ?
CCOc1ccc(CO/N=C/c2c(C)[nH]c(=O)[nH]c2=O)cc1 | -8% | 10% | -1% | -2% | 7% | ? | -26 | 7% | -7%
O=C(NNC(=O)C(Cl)Cl)c1cnn(-c2ccccc2)c1C(F)(F)F | ? | 0% | -3% | 6% | -18% | 2% | 0 | -4% | .
COc1ccc(C(=O)C(C)Sc2nnc(C3CC3)n2C2CC2)cc1 (stereo unspecified) | 3% | 3% | -4% | 0% | -1% | 5% | -10 | -2% | -10%
CC(C(=O)c1c[nH]c(C(=O)N=CN(C)C)c1)c1ncc(C(F)(F)F)cc1Cl (stereo unspecified) | 3% | -10% | -1% | 5% | -1% | -31%[inhibitor] | 10 | -1% | 8%
COc1ccc(C(=O)C(CN2CCCC2)c2ccccc2)cc1 (stereo unspecified) | ? | 13µM* | -20% | 7.1µM* | 7.1µM* | ? | -109* | 11µM* | ?
COc1ccc(CCCC(=O)N/N=C/c2ccc(C)cc2)cc1 | -50%[inhibitor] | 9% | -4% | -10% | 4% | 0% | 7 | 5% | .
O=C(CSc1nnc(CNC(=O)c2cccs2)o1)Nc1ccc(Cl)cc1 | -1% | 0% | 7% | ? | 1% | -2% | 24 | -9% | -6%
O=C(c1cccc([N+](=O)[O-])c1)c1ccc2c(c1)OCCOCCOCCO2 | 6% | 18% | 10% | 11% | 11% | 2% | -12 | 16% | -4%
O=C(NCCC(=O)N1CCN(c2ccccn2)CC1)c1ccc(Cl)cc1 | -2% | 19% | 5% | 0% | 9% | -5% | -4 | 10% | -9%
Nc1nnc(SCC(=O)Nc2ccc3nc(SCC(=O)Nc4ccccc4)sc3c2)s1 | 3% | -25% | -4% | 23µM* | 2% | 8% | -29 | -9% | 5%
O=C(O)c1ccc2c(=O)n3c(nc2c1)/C(=C/c1cccc(O)c1)CC3 | -10% | 12% | -7% | 1% | 26% | 1% | 0 | 12% | 6%
CCO[C@H]1OC(C(=O)N2CCOCC2)=C[C@@H](C)[C@@H]1CCCO | ? | -5% | -3% | -6% | 2% | 15% | 18 | 2% | -6%
C=CCn1c(SC(C)C(=O)NCC2CCCO2)nnc1-c1ccc(OC)cc1 (stereo unspecified) | -7% | 3% | 8% | -5% | 0% | 3% | -5 | 15% | .
COC(=O)c1c(NC(=O)CSc2ncnc3c2cnn3-c2ccccc2Cl)sc2c1CCCC2 | 1% | -24% | -5% | -25% | ? | 27% | 15 | -12% | 10%
Fc1ccccc1CN1CCC(Cc2ccccc2)CC1 | -1% | -9% | ? | ? | -4% | 11% | -2 | -9% | -24%
COc1ccc(S(=O)(=O)N(C)CC(=O)NC2CCCCC2)cc1OC | -1% | -3% | -12% | ? | -1% | 4% | 4 | 6% | 5%
COc1ccc(/C=C2/SC(=S)N(CCCC(=O)Nc3ccc(O)cc3)C2=O)cc1 | 2% | ? | -9% | ? | ? | ? | -17 | ? | -7%
CC(=O)/C(=N\Nc1ccc(Cl)cc1Cl)Sc1nnc(-c2ccccc2)n1-c1ccccc1 | -4% | 7% | 4% | -25% | 8% | 3% | 2 | 13% | 4%
CCc1ccccc1OCC(=O)Nc1ccc2c(c1)OCCO2 | -3% | 15% | 3% | ? | 8% | 3% | -7 | ? | 38%
O=C(Cc1ccccc1)c1c[nH]c(C(=O)C(Cl)(Cl)Cl)c1 | -1% | 16% | -6% | -3% | -17% | -8% | -7 | 17% | -5%
CC(OC(=O)C1=NN(c2ccccc2)C(=O)CC1)C(=O)NC1CCCCC1C (stereo unspecified) | -9% | 6% | -2% | ? | 5% | -1% | -6 | 3% | 10%
O=C(NCC1CCCO1)C(c1ccncc1)N(Cc1ccc(F)cc1)C(=O)CN1C(=O)c2ccccc2S1(=O)=O (stereo unspecified) | 3% | -3% | 0% | 12% | 14% | -8% | 11 | -3% | -10%
O=C(CSc1nn(-c2ccccc2)c(=S)s1)Nc1ncccn1 | -28% | -3% | -9% | 3% | 6% | 5% | 0 | 6% | -11%
Cc1nc2ccccn2c1C(=O)NNS(=O)(=O)c1ccc(C(C)(C)C)cc1 | -3% | -29% | -5% | 0% | -21% | 17% | 2 | -9% | -37%
COc1ccccc1-c1sc2cc3c(cc2c1C#Cc1cncn1C)OCO3 | 0% | ? | -4% | -26% | ? | ? | -13 | ? | ?
CCc1ccc(/C=C2\SC(=S)N(CCCC(=O)N3CCCC3)C2=O)cc1 | . | 2% | -4% | ? | ? | . | -29 | 1% | .
COc1ccc(CCn2cnc(=O)c(C#N)c2C)cc1OC | -7% | 17% | -1% | 10% | -7% | ? | 4 | 11% | 6%
CN(C)S(=O)(=O)N(CC(=O)N(Cc1ccccc1)Cc1ccccc1)c1ccccc1 | 3% | -6% | -27%[57.1 µM] | -1% | ? | -2% | -2 | 1% | -6%
COC(=O)C(C#N)C(=C1C(=O)CC(C)(C)CC1=O)c1ccc(O)cc1 (stereo unspecified) | -2% | -3% | -7% | 3% | -3% | -1% | 11 | -4% | -6%
COc1ccc(C(=O)N2CC(c3ccc(Cl)cc3)CC2=O)cc1 (stereo unspecified) | -8% | 6% | 2% | 8% | 0% | -1% | -29 | 5% | .
C(#CC12CC3CC(CC(C3)C1)C2)CN1CCOCC1 | -2% | 13% | -1% | 19% | ? | -36%[inhibitor][9.22 µM] | 4 | -1% | 0%
O=C(NCc1n[nH]c(=S)n1-c1ccc(Br)cc1)c1cccs1 | 5% | -3% | -4% | 1% | 0% | 5% | 8 | -3% | -21%
O=c1[nH]nc(Cc2ccccc2)c2ccccc12 | -5% | -5% | 1% | -2% | -8% | ? | 15 | -7% | 5%
CC1CN(C(=O)/C=C/c2ccc([N+](=O)[O-])s2)CC(C)O1 (stereo unspecified) | 8.2µM* | ? | 4% | 8.2µM* | ? | ? | -23 | ? | -24%
O=C(O)c1ccc(Nc2ccc3nonc3c2[N+](=O)[O-])cc1 | -3% | 18% | -2% | -5% | 1% | 0% | 7 | 11% | -15%
COc1ccc(-c2nc(CS(=O)CC(=O)NCCCN3CCCC(C)C3)c(C)o2)cc1OC (stereo unspecified) | -8% | 13% | 3% | ? | ? | -2% | -1 | 9% | 4%
COc1cc(C(=O)OCCN2CCOCC2)ccc1O | -2% | 3% | 2% | -4% | 12% | -1% | 6 | 17% | -14%
CC1(C(=O)NS(=O)(=O)c2ccc(Br)cc2)CCN1C(=O)Cc1cccs1 (stereo unspecified) | . | 14% | -1% | 1% | -2% | . | 2 | 23% | 3%
CCCCN(C(=O)c1ccc(N2CCCC2=O)cc1)c1c(N)n(CCC)c(=O)[nH]c1=O | 1% | 0% | -1% | 0% | ? | -10% | -11 | 2% | .

Single records (already shown):
Cc1nc2ccccn2c1C(=O)NNS(=O)(=O)c1ccc(C(C)(C)C)cc1 reads SW480 rereplic = -3%; HT1080 IDH1KD tx = -29%; WRN helicase inh = -5%; KB-V1 MDR tox = 0%; KB-3-1 tox = -21%; MCF10A rereplic = 17%; IL1B secr inh = 2; HT1080-NT tox = -9%; ATXN2 expr inh = -37%
CN(C)S(=O)(=O)N(CC(=O)N(Cc1ccccc1)Cc1ccccc1)c1ccccc1 reads SW480 rereplic = 3%; HT1080 IDH1KD tx = -6%; WRN helicase inh = -27%[57.1 µM]; KB-V1 MDR tox = -1%; KB-3-1 tox = ?; MCF10A rereplic = -2%; IL1B secr inh = -2; HT1080-NT tox = 1%; ATXN2 expr inh = -6%

Next section.
SMILES | SW480 rereplic | HT1080 IDH1KD tx | WRN helicase inh | KB-V1 MDR tox | KB-3-1 tox | MCF10A rereplic | IL1B secr inh | HT1080-NT tox | ATXN2 expr inh
Cc1onc(-c2ccccc2Cl)c1C(=O)N1CCN(c2ccc(F)cc2)CC1 | -5% | -1% | 10% | ? | 31% | -8% | 4 | 1% | ?
COc1ccccc1CNC(=O)C1CCCCN1S(=O)(=O)c1ccccc1 (stereo unspecified) | ? | 7% | 2%[57.1 µM] | -11% | 1% | 0% | 11 | 1% | -8%
CC(=O)N1CCN(c2ccccc2NC(=S)NC(=O)c2cc3ccccc3o2)CC1 | -24% | ? | -5%[57.1 µM] | ? | 3% | -1% | 18 | -25% | -7%
Cn1c(NCc2cccnc2)nc2cc(-c3ccc(C(=O)N4CCOCC4)cc3)sc2c1=O | . | -20% | -6% | -25% | -10% | . | -24 | -20% | -1%
Cc1ccc(S(=O)(=O)N2CCC(C(=O)N[C@@H](C)C(=O)NCC3CCCO3)CC2)cc1 (stereo partly specified) | -3% | -5% | -1% | 5% | -2% | -1% | 18 | -7% | 8%
C=CCOC(=O)c1[nH]c2c(c1C)C(=O)CC(c1ccco1)C2 (stereo unspecified) | 0.18µM* | 0.37µM* | ? | ? | ? | ? | 86 | ? | -1%
COC(=O)c1ccc(Cn2nc(-c3cc(C)ccc3C)ccc2=O)cc1 | 16% | -3% | -4% | 1% | 5% | ? | 12 | ? | -2%
COCCNC(=O)c1sc2ncn(CC(=O)Nc3ccc(C)c(Cl)c3)c(=O)c2c1C | 5% | -7% | -5% | -17% | -5% | 1% | -9 | -2% | .
CSCCC(C(=O)OCC(=O)c1ccc(C)c(C)c1)N1C(=O)c2cc(Cl)c(Cl)cc2C1=O (stereo unspecified) | 12% | -26% | -6% | -8% | ? | 7% | -3 | -4% | 0%
COc1ccc(-c2noc(CN3CCCCC3c3nccn3C)n2)cc1 (stereo unspecified) | 12% | 7% | 4% | ? | -2% | 4% | -21 | 2% | -4%

Random draw from the library. Share with any hit: about 12%.
